# D1 agonist: human D1 receptor agonism; P21728; HEK293 T-REx D1 cells, calcium flux, agonist mode; activation, % at 2 µM; 1% of 360,000 active; AID 504660; in the data active means activation above about 30%; further: 0% is about no effect
# Target sequence (P21728 whole entry, looked up): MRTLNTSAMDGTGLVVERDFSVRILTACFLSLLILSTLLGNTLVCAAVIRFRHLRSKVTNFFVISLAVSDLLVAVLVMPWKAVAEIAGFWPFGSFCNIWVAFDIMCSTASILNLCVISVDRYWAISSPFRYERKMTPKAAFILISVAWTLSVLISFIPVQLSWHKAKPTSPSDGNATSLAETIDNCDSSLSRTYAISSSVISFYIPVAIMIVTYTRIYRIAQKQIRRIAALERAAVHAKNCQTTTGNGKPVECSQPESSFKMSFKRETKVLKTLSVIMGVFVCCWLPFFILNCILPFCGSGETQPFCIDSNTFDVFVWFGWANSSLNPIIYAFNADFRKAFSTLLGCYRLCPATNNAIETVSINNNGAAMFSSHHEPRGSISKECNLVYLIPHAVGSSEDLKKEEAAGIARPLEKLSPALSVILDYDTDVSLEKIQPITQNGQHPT
#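 Tetracycline-induced HEK293 TREx D1 cells, force-coupled to calcium signalling, were dye-loaded with a no-wash calcium kit. Compound was pin-added after a 10 s baseline. Fluorescence was read kinetically at 1 cycle/s for 180 s, with calcium rises flagged as agonism.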
# D1 antag: blocks dopamine activation of the human D1 receptor; P21728; HEK293 TREx D1 cells, calcium flux, dopamine EC80; active compounds read low; activity change, negative = inhibition, % at 10 µM; 3.2% of 360,000 active; AID 504652; in the data active means activity change below about -30%; further: on the % scale 0 is the no-effect control and ±100 the full control effect
#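 HEK293 T-REx cells expressing inducible, force-coupled D1 receptor; no-wash Ca dye, 30–90 min RT. Cmpd → 180 s read at 1 Hz → EC80 DA → 180 s read.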
# RXFP1 antagonist: RXFP1 (human) relaxin receptor antagonism; HEK293-RXFP1, relaxin-stimulated cAMP HTRF, 30 min; active compounds read low; activity change, negative = inhibition, % at 57.5 µM; 0.59% of 350,000 active;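 active means activity change of -60% or lower, but not beyond a set lower limit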; further: on the % scale 0 is the no-effect control and ±100 the full control effect
# D2 antag: antagonizes the human D2 dopamine receptor; P14416; HEK293 TREx D2 cells, calcium flux, dopamine EC80; inhibition, % at 10 µM; 2% of 340,000 active; AID 485344; in the data active means inhibition above about 30%; further: 0% is about no effect
# Target sequence (P14416 whole entry, looked up): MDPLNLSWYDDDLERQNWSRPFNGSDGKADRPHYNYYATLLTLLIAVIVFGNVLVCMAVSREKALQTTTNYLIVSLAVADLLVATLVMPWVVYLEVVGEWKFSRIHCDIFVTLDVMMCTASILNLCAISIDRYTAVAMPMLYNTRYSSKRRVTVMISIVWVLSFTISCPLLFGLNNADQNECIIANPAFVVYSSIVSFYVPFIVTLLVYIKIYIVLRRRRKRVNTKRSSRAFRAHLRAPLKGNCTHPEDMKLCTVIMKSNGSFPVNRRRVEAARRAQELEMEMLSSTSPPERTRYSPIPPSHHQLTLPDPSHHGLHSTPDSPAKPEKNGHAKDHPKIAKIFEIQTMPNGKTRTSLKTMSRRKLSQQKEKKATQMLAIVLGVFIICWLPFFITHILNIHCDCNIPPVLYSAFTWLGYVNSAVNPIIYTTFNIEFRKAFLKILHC
#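 Antagonism is scored as inhibition of an EC80 dopamine-evoked calcium signal in a force-coupled, tetracycline-inducible HEK293 T-REx D2 line, with compound present 180 s before agonist.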
# D2 PAM: positive allosteric modulators of human D2 dopamine receptor; HEK293 T-REx D2, calcium flux, EC20 dopamine potentiation; AID 485347; 0.34% of 340,000 active; potentiation, % at 10 µM;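 active means potentiation over 3 SD above the plate norm, cut at about 30% in these data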; further: 0% is about no effect
#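 Using a no-wash calcium dye in inducible, force-coupled HEK293 Trex cells expressing D2, we tracked fluorescence each second for 180 s after compound, then for 180 s after EC20 dopamine to detect augmented signalling.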
# D2 agonist: agonists of human D2 dopamine receptor | P14416 | HEK293 T-REx D2 cells, calcium flux agonist mode | activation, % at 2 µM | 0.53% of 340,000 active;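 active means activation over 3 SD above normal in the single-dose calcium agonist read, cut at about 30% in these data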; further: 0% is about no effect
#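 In this primary screen, compounds producing a positive calcium signal within 180 s of addition to tetracycline-induced, force-coupled HEK293 Trex D2 cells are flagged; cells are dye-loaded with a no-wash calcium kit beforehand.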
# TRHR PAM: TRH receptor (human) allosteric enhancement. P34981. TRHR cells, fluo-8 calcium fluorescence, EC20 TRH enhancement. enhancement, % at 2 µM. 0.66% of 360,000 active. AID 493056; in the data active means enhancement above about 30%; further: 0% is about no effect
#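 TRHR-expressing cells loaded with fluo-8 calcium dye were read kinetically (ex 480/em 530) during compound addition, then stimulated with an EC20 of TRH (10 nM final). Enhancement of the Gq-mediated intracellular calcium response was scored.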
# RXFP1 agonist: agonists of human relaxin receptor RXFP1 | Potency, µM (series often up to 57.5 µM), inactives show at the top dose activation, usual class: activators | 0.3% of 370,000 active | HEK293T-RXFP1 cAMP TR-FRET, 30 min; response scale: percent of porcine relaxin response, buffer zero | Q9HBX9; active means well fitted activation curve with a large enough effect; further: potency means the concentration at half of the fitted maximal effect; on the % scale 0 is the no-effect control and ±100 the full control effect; nearly all actives have a fitted effect of over 60% in size; many of its hits are not listed in these tables
#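 cAMP rise read by TR-FRET after 30 min, 37C compound exposure (up to 58 uM) in RXFP1-transfected HEK293 cells with Ro 20174 present. EC50 from Hill-equation fits, with 29 nM porcine relaxin as 100% and buffer as basal.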
# D1 PAM: human D1 dopamine receptor positive modulation; P21728; AID 504651; potentiation, % at 10 µM; HEK293 TREx D1 cells, calcium flux, dopamine EC20 potentiation; 0.036% of 360,000 active; in the data active means potentiation above about 30%; further: 0% is about no effect
# An asterisk follows results filed as active; . = no result given. A portion of the library, so the mix of outcomes need not match the whole.
compound | D1 agonist | D1 antag | RXFP1 antagonist | D2 antag | D2 PAM | D2 agonist | TRHR PAM | RXFP1 agonist | D1 PAM
CC(=O)c1ccc(NS(=O)(=O)c2cccc(S(=O)(=O)c3ccc(Cl)cc3)c2)cc1 | 15 | 12 | -3 | . | . | -2.2 | -3 | -1.0% | -2
CCCNC(=O)c1cccc(COCC(F)(F)C(F)F)c1 | 1 | -4 | -2 | -1 | -4 | -0.2 | -2 | 1.9% | 1
CCC(C)NC(=O)NC(=O)CSc1nnc(-c2ccccc2F)n1C1CC1 (stereo not drawn) | -1 | -6 | 1 | -6 | 1 | -0.2 | -1 | 3.7% | -1
CCOC(=O)C1CCC(CN(Cc2ccccc2)S(=O)(=O)c2ccc(Cl)cc2)CC1 (stereo not drawn) | 27 | -29 | -13 | . | 6 | 0.2 | 4 | -1.8% | 0
COC(=O)c1c(-c2ccccc2)csc1N1C(=O)Nc2ccccc2N1O | -1 | -3 | -1 | 13 | -1 | 1.7 | 18 | -1.1% | -3
CC(=O)NCCNC(=O)CNC(=O)c1ccc(Cl)cc1 | 2 | 1 | 16 | 12 | -7 | -1.8 | 4 | 1.6% | -4
COc1ccc2c(c1)CCc1c(C(=O)NC3CCCCC3)noc1-2 | 7 | 0 | -12 | . | . | . | 5 | 1.9% | -1
CCCCC1CCC(C(=O)N(CCCC)c2c(N)n(CCCC)c(=O)[nH]c2=O)CC1 (stereo not drawn) | 0 | 0 | -3 | -16 | -7 | 1.0 | -2 | -2.2% | -6
O=CN1CCN(C(=O)C(=O)c2cn(CC(=O)N3CCCCC3)c3ccccc23)CC1 | 1 | 8 | 5 | 2 | 2 | 0.4 | 3 | 3.9% | -1
O=C(Nc1ccc(Cl)cc1)C(c1ccccc1)N1CCOCC1 (stereo not drawn) | -1 | -3 | -1 | -11 | 16 | -1.1 | 7 | -0.2% | 1
Cc1ccccc1C(=O)NCC(=O)NNC(=S)NC(=O)c1ccccc1 | 0 | 2 | 0 | 2 | 3 | -0.1 | -5 | 0.7% | -4
CC(Sc1cccc[n+]1[O-])c1ccccc1 (stereo not drawn) | 5 | -3 | 2 | -3 | 0 | -0.8 | 1 | 0.7% | -2
CC(c1ccccc1)n1c(SCC(=O)Nc2ccccc2)n[nH]c1=O (stereo not drawn) | 2 | 3 | -8 | . | . | . | 1 | 0.9% | -1
CC(C)OC(=O)/C(C#N)=C/c1ccc(-c2ccc(Cl)c(Cl)c2)o1 | -1 | -3 | 3 | . | 1 | 0.8 | -1 | -0.2% | 1
CCCCN(CC)CCCNC(=O)c1cc2c(=O)n(C)c3ccccc3c2n1C | 0 | 7 | -7 | 19 | -8 | 2.6 | -15 | -0.8% | -1
CCN(CC)S(=O)(=O)c1ccc2c(c1)C(=NO)c1cc(S(=O)(=O)N(CC)CC)ccc1-2 | 3 | 11 | -3 | -20 | 10 | 1.1 | 1 | 0.6% | -2
C=CCOc1ccccc1CN1CCCN(C)CC1 | 6 | 4 | 3 | 8 | 1 | -1.4 | 9 | 0.6% | 8
Cc1ccc(/C=N/Nc2nc(C)cc(C)n2)cc1 | 7 | 8 | -1 | -11 | 1 | 1.7 | 3 | 4.7% | -7
O=C(Cc1c[nH]c2ccccc12)OCC(=O)c1ccccc1 | 0 | -20 | 6 | -6 | 10 | 0.2 | 3 | 0.0% | -4
Cc1ccc(NC(=O)Cn2nc(C)c3ccccc3c2=O)cc1F | 1 | -14 | -8 | 4 | -2 | -0.8 | -5 | 2.1% | 1
O=C(Nc1ccccc1N1CCCC1)C1CCN(C(=O)c2ccc(F)cc2)CC1 | 1 | 6 | -8 | -11 | 14 | 0.8 | 1 | -1.6% | 2
CCc1cccc(C)c1NC(=O)CCCn1nc(C)c2sc3ccccc3c2c1=O | 0 | -39* | -5 | . | 5 | 0.8 | 1 | 4.3% | 0
CCn1c(C)nc2cc(C(=O)NNS(=O)(=O)c3c(F)cc(F)c(Cl)c3F)ccc21 | 4 | 24 | -16 | -21 | -2 | -0.4 | -5 | -0.4% | 1
Cc1[nH]n(-c2ccccc2)c(=O)c1N=Nc1cccc(C(=O)O)c1 | 1 | -37* | -6 | -6 | 7 | -0.4 | 1 | 0.3% | 3
N#C/C(=C/c1ccc(N2CCOCC2)o1)C(=O)NC1CCCCC1 | 113* | -5 | 0 | 5 | 5 | 18 | 2 | -0.4% | -5

# (next part)
compound | D1 agonist | D1 antag | RXFP1 antagonist | D2 antag | D2 PAM | D2 agonist | TRHR PAM | RXFP1 agonist | D1 PAM
O=C(C[n+]1ccccc1)N/N=C/c1ccccc1Cl | 1 | -20 | 2 | 36* | -20 | 0.4 | -1 | 0.3% | 6
Cc1ccc2c(C)c(C(=O)N(C)C(C)c3ccon3)oc2c1C (stereo not drawn) | 2 | -39* | -5 | 3 | 0 | -0.3 | 1 | 2.1% | -1
O=C(NCC(=O)N(Cc1ccco1)C(C(=O)NC1CCCCC1)c1ccncc1)c1cccs1 (stereo not drawn) | -1 | 6 | -6 | -10 | -15 | 1.2 | -1 | 0.0% | 5
CCN(CC)c1ccc(NC(=O)CC2Oc3ccccc3NC2=O)c(C)c1 (stereo not drawn) | 3 | 16 | . | -15 | 5 | -0.3 | 3 | -1.0% | .
Cc1ccsc1C(=O)NNC(=O)c1ccncc1 | 4 | 8 | 2 | 6 | -2 | 0.2 | 1 | -0.3% | -5
CS(=O)(=O)c1nc(S(=O)(=O)c2ccc(Cl)cc2)c(NCc2ccccn2)s1 | 0 | 11 | -9 | 1 | 30* | -0.7 | 24 | 11% | 0
O=C(NCc1ccc(F)cc1)c1nnc(Cc2cccc(F)c2)o1 | 23 | 16 | -3 | . | -8 | 0.4 | 0 | -3.7% | 1
COc1cccc(-n2cc(CNCc3cn(C)nc3-c3ccccc3F)cn2)c1 | 6 | -9 | -9 | 85* | -22 | 79* | 0 | 1.1% | -3
COc1ccc(NC(=O)CN2C(=O)NC(c3ccccc3)(c3ccccc3)C2=O)cc1OC | 1 | -2 | -6 | -36 | -7 | 0.2 | 8 | -0.8% | 4
CCCN1CCC(=O)N(CCSc2ccc(C)cc2)CC1 | 4 | -2 | . | -17 | -1 | -0.2 | 9 | -0.9% | 2
CCOC(=O)c1c(C)nc2sc3c(=O)n(-c4ccc(C(C)=O)cc4)cnc3c2c1-c1ccc(OC)cc1 | 2 | 3 | -10 | -12 | -1 | -0.4 | -1 | 1.0% | 0
Cc1nc2nc(NC(=O)C(C)C)[nH]n2c(=O)c1Cc1ccccc1 | 3 | -5 | -3 | . | 13 | 0.0 | 1 | -2.4% | 2
CCOc1cccc(-c2nnc3sc(COc4ccc(Cl)cc4)nn23)c1 | 2 | 6 | -16 | 8 | -2 | -0.2 | -1 | 0.4% | -2
O=C(CCCCCN1C(=O)[C@@H]2Cc3ccccc3CN2C1=O)Nc1ccccc1F | 3 | 20 | -1 | -22 | -4 | 0.3 | 2 | 0.4% | 1
COc1ccc(Cl)cc1N(CC(=O)Nc1ccccc1C(=O)N1CCCC1)S(C)(=O)=O | -1 | 2 | 5 | -9 | 2 | 0.5 | -5 | 1.1% | -7
O=C(CN1C2CCCC1CC(NC(=O)c1ccccc1)C2)Nc1ccccc1 (stereo not drawn) | 9 | -53* | 6 | 8 | 6 | -2.1 | 40* | 2.6% | -4
Oc1c(C(c2ccc(Cl)cc2)N2CCCC2)sc2nc(-c3ccco3)nn12 (stereo not drawn) | -5 | . | -18 | . | -1 | -0.3 | -4 | 2.0% | -3
Cc1nn(C(=O)c2ccco2)c(C)c1Sc1ccc(Cl)cc1 | 4 | -5 | . | 4 | -3 | -0.5 | -5 | 0.5% | -6
COc1ccc(C2=NOC(Cn3nc(C(=O)O)cc3-c3ccccc3)C2)cc1 (stereo not drawn) | 1 | -5 | . | -3 | -6 | -0.3 | 5 | -1.5% | -2
O=C(NCc1cc2ccccc2[nH]1)c1ccccc1F | 4 | 15 | 9 | -15 | 21 | 0.6 | 2 | -0.8% | 6
COC(=O)c1ccccc1NC(=O)C1=C(C)C(=O)OC12CCCCCC2 | 2 | 11 | -33 | . | 8 | -0.3 | 8 | 2.6% | 5
CCn1c(=O)n(CC)c2cc(N3CCCC3)c(NC(=O)c3cc(Cl)ccc3OC)cc21 | 0 | -8 | -13 | 15 | 2 | 0.6 | -8 | 5.3% | -6
COc1ccc(Cl)cc1NC(=O)C[n+]1cccc(C)c1 | 2 | 10 | 5 | 11 | 13 | 0.1 | -10 | -4.4% | -4

# Record cards (already shown). Screens in order: D1 agonist | D1 antag | RXFP1 antagonist | D2 antag | D2 PAM | D2 agonist | TRHR PAM | RXFP1 agonist | D1 PAM
# Entry for `CCOC(=O)c1c(C)nc2sc3c(=O)n(-c4ccc(C(C)=O)cc4)cnc3c2c1-c1ccc(OC)cc1` → 2 | 3 | -10 | -12 | -1 | -0.4 | -1 | 1.0% | 0
# Entry for `CCn1c(=O)n(CC)c2cc(N3CCCC3)c(NC(=O)c3cc(Cl)ccc3OC)cc21` → 0 | -8 | -13 | 15 | 2 | 0.6 | -8 | 5.3% | -6

# Part of the list above in order of length of the SMILES, lowest first.
compound | D1 agonist | D1 antag | RXFP1 antagonist | D2 antag | D2 PAM | D2 agonist | TRHR PAM | RXFP1 agonist | D1 PAM
O=C(C[n+]1ccccc1)N/N=C/c1ccccc1Cl | 1 | -20 | 2 | 36* | -20 | 0.4 | -1 | 0.3% | 6
O=C(NCc1ccc(F)cc1)c1nnc(Cc2cccc(F)c2)o1 | 23 | 16 | -3 | . | -8 | 0.4 | 0 | -3.7% | 1
Cc1ccc2c(C)c(C(=O)N(C)C(C)c3ccon3)oc2c1C (stereo not drawn) | 2 | -39* | -5 | 3 | 0 | -0.3 | 1 | 2.1% | -1
COC(=O)c1ccccc1NC(=O)C1=C(C)C(=O)OC12CCCCCC2 | 2 | 11 | -33 | . | 8 | -0.3 | 8 | 2.6% | 5
COc1ccc(C2=NOC(Cn3nc(C(=O)O)cc3-c3ccccc3)C2)cc1 (stereo not drawn) | 1 | -5 | . | -3 | -6 | -0.3 | 5 | -1.5% | -2
CCOC(=O)c1c(C)nc2sc3c(=O)n(-c4ccc(C(C)=O)cc4)cnc3c2c1-c1ccc(OC)cc1 | 2 | 3 | -10 | -12 | -1 | -0.4 | -1 | 1.0% | 0

# Compound activity deposited in PubChem BioAssay by National Center for Advancing Translational Sciences (NCATS).
